# Screening results from PubChem.
# iPSC survival up: increases survival of single human iPS cells; 0.044% of 360,000 active; hiPSC single-cell survival, ATPlite luminescence; 100% = ROCK inhibitor wells, 0% = DMSO; survival enhancement, % at 20 µM; in the data active = survival enhancement above about 18%;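 note: cells exposed to compounds for 16 hours before the ATP read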
# NR2E3 ag-1: human photoreceptor-specific nuclear receptor agonism; Q9Y5X4; CHO-S Gal4-NCOR/VP16-NR2E3 two-hybrid, luciferase; inhibition of corepressor binding, % at 3.98 µM; 0.35% of 360,000 active; AID 602229;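 active = inhibition above the mean of all tested compounds plus 3 SD, cut at about 70% in these data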;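 note: 0% = DMSO with NR2E3 transfected cells and 100% = cells lacking NR2E3 construct; higher means lower luciferase signal from less NR2E3 corepressor binding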
# Target sequence (Q9Y5X4 whole entry, looked up, the tested form may be a part): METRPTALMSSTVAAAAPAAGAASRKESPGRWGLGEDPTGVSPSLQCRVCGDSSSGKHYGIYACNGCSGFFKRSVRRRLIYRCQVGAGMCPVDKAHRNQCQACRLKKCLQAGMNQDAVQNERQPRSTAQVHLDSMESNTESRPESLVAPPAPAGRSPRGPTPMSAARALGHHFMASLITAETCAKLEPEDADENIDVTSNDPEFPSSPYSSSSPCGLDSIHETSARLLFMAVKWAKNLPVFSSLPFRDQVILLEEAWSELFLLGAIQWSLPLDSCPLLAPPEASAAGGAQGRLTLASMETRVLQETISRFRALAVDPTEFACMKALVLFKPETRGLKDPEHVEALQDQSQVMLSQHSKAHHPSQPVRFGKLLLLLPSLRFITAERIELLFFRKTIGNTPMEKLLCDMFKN
# Peg3 promoter: reduces Peg3 promoter-driven luciferase expression in HeLa; HeLa PEG-Prom luciferase reporter, luminescence, overnight; 1.7% of 360,000 active; inhibition, % at 20 µM;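 active = inhibition of at least 50% at 20 µM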
# NR2E3 ag-2: agonists of human nuclear receptor NR2E3 | GST-NR2E3/biotin-RetCOR TR-FRET, 1536-well | AID 2300 | 0.12% of 320,000 active | Q9Y5X4 | inhibition of corepressor binding, % at 4.78 µM;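 active = percent inhibition above the cutoff of mean plus 3 SD of all tested compounds, set per screening campaign, cut at about 20% in these data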;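 note: 0% = DMSO wells and 100% = biotin wells as full block of FRET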
#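 Assay system: NR2E3–RetCOR corepressor complex. Quantity: 1.35 nM GST-NR2E3. Buffer or medium: pH 7.5 Tris-based buffer. Reagent: biotinylated RetCOR corepressor at 7 nM final. Schedule: 5 h at 4 °C. Detection: TR-FRET, emission read at 617 and 671 nm. Replicates: one well per compound, singlicate testing.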
# HIF-2a inh: HIF-2a inhibition; 786-0 RCC cells HIF-2a reporter, luciferase luminescence, overnight; inhibition, % at 18.8 µM; 0.72% of 360,000 active;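 active = inhibition of the luminescence signal of 40% or more relative to plate controls, in a single-dose primary screen at 18.75 µM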
# CaV13 FRET inh: Disruptors of the CACNA1D IQ motif to Ca2+-dependent inactivation inhibitor domain association, primary screening, Förster resonance energy transfer in intact living …; HEK cells, CFP/YFP FRET ICDI-IQ, plate reader, 10 min; percent FRET-ratio fall versus neutral wells; inhibition, % at 12.3 µM; 0.098% of 340,000 active; AID 743397;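 active = mean replicate inhibition of at least 30% and at least 1% of replicates passing that level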;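 note: 0% = median of the neutral control wells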
# aDG glyco act: alpha-DG glycosylation activation. 0.22% of 360,000 active. activation, % at 10 µM. AID 624168. Pro5-aDG cells, alpha-DG glycosylation AlphaScreen (IIH6); 0% Pro5, 100% B10-LARGE cell signal;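 active = activation of at least 8% versus controls, or a plate z-score of at least 8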;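 note: Pro5 are CHO cells carrying HIG-tagged alpha-DG that lacks glycosylation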
# Vif inh: HIV Vif inhibition. HEK293T cells, Vif self-association by quenched fluorescence, imaging, 24 h. inhibition, % at 7.49 µM. 0.35% of 340,000 active; in the data active = inhibition above about 50%, passing the limit was not always enough; note: some results filed as inactive read as strong as hits
# MITF TRPM1 inh: MITF TRPM1 promoter inhibition in SK-MEL-5 cells; 0.83% of 330,000 active; SK-MEL-5 TRPM1 promoter luciferase, 24 h; inhibition, % at 12.5 µM; AID 488899;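 active = mean inhibition across replicates of 60% or more, whatever share of single replicates reaches that level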; note: values of inactives mirror those of a sister screen read the other way
# PDI inh: inhibitors of human protein disulfide isomerase; inhibition, % at 10 µM; AID 588391; 0.052% of 350,000 active; PDI insulin aggregation turbidity, A650, 90 min; P07237;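 active = mean inhibition across replicates of 30% or more, whatever share of single replicates reach that level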;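 note: absorbance from insulin aggregation driven by PDI reduction with DTT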
# Target sequence (P07237 whole entry, looked up): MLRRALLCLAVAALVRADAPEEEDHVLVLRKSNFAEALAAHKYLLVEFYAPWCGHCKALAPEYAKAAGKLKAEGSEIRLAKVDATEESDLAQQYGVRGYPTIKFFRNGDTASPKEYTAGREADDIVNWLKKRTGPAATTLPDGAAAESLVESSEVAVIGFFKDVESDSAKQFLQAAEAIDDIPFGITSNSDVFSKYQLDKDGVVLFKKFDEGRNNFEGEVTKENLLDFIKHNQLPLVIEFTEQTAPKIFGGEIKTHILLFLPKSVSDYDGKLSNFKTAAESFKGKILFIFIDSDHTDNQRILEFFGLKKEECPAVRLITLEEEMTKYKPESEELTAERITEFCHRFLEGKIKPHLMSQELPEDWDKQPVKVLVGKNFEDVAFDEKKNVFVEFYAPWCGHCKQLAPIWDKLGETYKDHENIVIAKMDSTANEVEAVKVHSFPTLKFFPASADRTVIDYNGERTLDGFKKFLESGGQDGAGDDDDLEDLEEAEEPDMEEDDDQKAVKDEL
# Exocytosis inh: lytic granule exocytosis inhibition; TALL-104 LAMP-1 surface exposure, flow cytometry; cells stimulated with thapsigargin and PMA; inhibition, % at 10 µM; 0.66% of 360,000 active;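 active = inhibition above about 55%, limit read from the data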
# Starred values were filed as active, the others as inactive; · = no result given; & = joins results of further samples.
compound,CaV13 FRET inh,aDG glyco act,NR2E3 ag-1,NR2E3 ag-2,PDI inh,Vif inh,MITF TRPM1 inh,HIF-2a inh,Peg3 promoter,Exocytosis inh,iPSC survival up
OC(c1ccc(F)cc1)c1nc(-c2ccoc2)cs1 (stereo unspecified),-5,-0.3,15,·,-10,-5,·,-38,-32,2,-1.9
Nc1ccc(S(N)(=O)=O)cc1N,-6,-0.1,-137,-2,13,5,-12,11,-5,-7,-0.5
CCCc1ccc(OCc2ccc(C(=O)Nc3cccc(C)n3)o2)c(OC)c1,-17,0.7,-117,5,-4,·,-13,-14,-4,-1,1.9
Cc1c(/C(Cc2ccccc2)=N/O)c2ccccc2n1C,-5,-0.1,-15,4,-6,-1,17,12,21,-4,2.0
Cc1ccc(/C(N)=N/OC(=O)c2ccc(F)cc2)cc1,-4,0.0,-67,7,-1,-11,-53,-337,-200,-4,2.8
CCC(C)Sc1cc(-c2nc3ccccn3c2NC2CCCCC2)ccc1OC (stereo unspecified),0&-7,2.3&0.0,5&15,1,1,-2,-6,-81&-17,95*,2&51,-1.3&-2.4
O=C1CCC(=O)N(O)CCCCCNC(=O)CCC(=O)N(O)CCCCCNC(=O)CCC(=O)N(O)CCCCCN1,·,0.1,-16,1,·,-6,15,16,-2,-1,1.1
Cc1c(/C=N/n2cnnc2)c2ccccc2n1CCOc1ccc(Cl)cc1,-5,2.4,25,2,-12,-5,0,11,21,1,4.3
CC(=O)N1CCc2cc(S(=O)(=O)NC(C)c3ccccc3)ccc21 (stereo unspecified),-3,0.8,19,5,-2,·,8,15,21,2,-0.4
CCOC(=O)c1sc(=NC(=O)CCSc2ccccc2)n(C)c1C,-2,-0.1,-34,4,-1,-3,-110,-262,-260,-2,0.5
O=[N+]([O-])c1ccc(CN2CCN(c3ccccc3)CC2)o1,4,-0.1,-14,-2,5,-1,-11,22,12,-5,-0.6
COc1ccc(N2CCN(CC(=O)Nc3ccc(-n4cnnn4)cc3)CC2)cc1,·,-0.1,-5,5,-10,11,11,7,7,-3,-1.1
CCOc1ccc(NC(=O)N(C2CCCCC2)C(C)c2ccncc2)cc1 (stereo unspecified),·,-0.1,2,4,-12,-4,5,-13,5,6,-0.7
COc1cc(C=C(c2nc3ccccc3s2)c2nc3ccccc3s2)ccc1O,-12,-0.4,26,-5,7,-13,7,-20,-18,-2,-2.0
CCNC(=O)N1CCOCC1,-4,0.0,15,6,-5,3,13,7,-72,4,2.0
CC(C)C[C@@H](CO)N1CCN(CCc2ccccc2)CCC1=O,13,-0.1,29,-1,-2,-5,0,1,5,8,-3.0
COCc1cc(Sc2ccc(Cl)cc2)nc(C)n1,-2,0.0,-26,-3,-6,-2,4,13,4,-2,0.0
CCOC(=O)c1cc(-c2ccc(/C=C3/C(=O)N(c4ccc(C(=O)O)cc4)N=C3C)o2)ccc1Cl,-4,0.1,-31,-2,3,-3,-14,9,43,22,0.4
O=C(OCc1nc2ccc(Cl)cc2n1CCO)c1ccc(O)cc1,-2,-0.1,-26,3,8,-3,6,-34,-5,-1,2.8
CN[C@H]1CCc2cc(OC)c(OC)c(OC)c2-c2ccc(N(C)CC(OC)OC)c(=O)cc21,-4,-0.1,-36,-4,3,20,24,16,-3,-4,-0.8
COC(=O)CNC(=O)COC(=O)/C=C/c1cccs1,-2,0.1,-7,-1,-7,·,10,5,6,-6,0.6
COc1ccc(Cc2nnc(NC(=O)CSc3ccc(C)cc3)s2)cc1OC,-5,0.0,1,-1,-4,-2,-1,2,0,-6,6.0
COc1cc(CCN(C(=O)c2cc3ccccc3[nH]2)C(C)c2nc3ccccc3[nH]2)cc(OC)c1 (stereo unspecified),-4,-0.3,6,·,·,·,·,18,35,1,-0.8
COc1ccc(NC(=S)N2CCC(C(=O)c3ccc(OC)cc3)CC2)cc1,-18,0.1,-2,-3,3,1,-5,-24,34,-6,-0.1
O=C(/C=C/Nc1ccc(S(=O)(=O)Nc2cnc3ccccc3n2)cc1)c1cccnc1,-6,-0.1,-34,0,1,·,-7,7,19,-2,-0.3

# Two neighbouring entries from above, for reference:
compound,CaV13 FRET inh,aDG glyco act,NR2E3 ag-1,NR2E3 ag-2,PDI inh,Vif inh,MITF TRPM1 inh,HIF-2a inh,Peg3 promoter,Exocytosis inh,iPSC survival up
Nc1ccc(S(N)(=O)=O)cc1N,-6,-0.1,-137,-2,13,5,-12,11,-5,-7,-0.5
CCCc1ccc(OCc2ccc(C(=O)Nc3cccc(C)n3)o2)c(OC)c1,-17,0.7,-117,5,-4,·,-13,-14,-4,-1,1.9

# (more compounds)
compound,CaV13 FRET inh,aDG glyco act,NR2E3 ag-1,NR2E3 ag-2,PDI inh,Vif inh,MITF TRPM1 inh,HIF-2a inh,Peg3 promoter,Exocytosis inh,iPSC survival up
CC(C)(C)/C(O)=C/c1nc2ccccc2oc1=O,1,0.4,-7,-2,1,8,-7,3,10,-2,-0.4
Cc1ccsc1C(=O)NCCc1ccco1,-3,-0.1,-70,1,9,-3,-54,-196,-187,-5,0.4
Cc1ccc(CNC(=O)c2ccc(F)c(S(=O)(=O)N3CCOCC3)c2)cc1,-13,-0.2,12,·,-1,1,7,7,-1,-1,-0.1
C[Si](C)(C)n1ccnc1,-4,-0.2,-34,5,-2,-8,14,12,-4,3,1.2
COCc1ccc(C(=O)NC2CCCN(Cc3ccccc3F)C2)o1 (stereo unspecified),-7,-0.2,5,1,-3,-2,-11,-1,13,3,-0.4
O=C(CSc1nc(O)c(Cc2ccccc2)c(=O)n1-c1ccccc1)N1CCOCC1,-6,-0.3,-12,-2,0,-12,1,23,11,-4,-1.3
O=C(COc1ccccc1)NCC(=O)N/N=C/c1cccs1,-5,0.0,10,1,1,6,-1,2,-1,3,-0.3
CC(=O)c1cccc(NC(=O)C(C)OC(=O)CCCN=C2NS(=O)(=O)c3ccccc32)c1 (stereo unspecified),-4,0.2,-12,-3,0,1,4,5,-1,-1,0.3
O=C(CNc1ccccc1OC(F)F)N1CCc2ccccc21,-7,0.4,-107,2,1,18,-116,-340,-347,1,1.0
CC(=O)Oc1ccc(Oc2ccc(-c3noc(C)n3)cc2)cc1,·,-0.3,-41,-2,0,12,-21,-161,-149,-1,1.1
Cc1ccc(-n2c(N)cc(=O)nc2SCC(=O)N2CCN(c3ccccc3)CC2)cc1C,-6,0.2,-29,2,5,-5,7,17,19,-3,-0.1
COc1cccc(CC(=O)NNC(=O)c2ccc3c(c2)OCO3)c1,-2,0.2,-18,-1,8,1,-2,10,11,-1,-0.5
O=C(Nc1cccc(-n2cnnn2)c1)c1ccoc1COc1ccc(Cl)cc1,-1,0.0,-22,-1,-2,-5,-5,5,13,-2,0.4
Cn1c(=O)[nH]c(=O)c2c1nc(Sc1ccccc1)n2CCc1ccccc1,-6,-0.1,-24,0,7,-1,2,4,13,-5,-1.2
C=C(C1=CCN(S(=O)(=O)C(C)(C)C)[C@@H]1CCO)c1ccccc1,-6,-0.1,-35,·,-5,-4,-4,6,-5,3,-0.6
CNCCOc1ccccc1-c1ccccc1,-3,0.4,-12,-1,-2,·,6,8,4,0,-2.3
COc1ccc(CCC(=O)NCc2ccccc2OC)cc1,-20,0.1,-8,-2,6,-4,-26,7,20,6,1.0
Cc1ccccc1-c1nc(-c2ccc(NC(=O)c3ccc4c(c3)OCO4)cc2)no1,-8,0.5,-44,0,-7,-12,4,-157,-99,0,-1.0
COc1ccc(C(=O)Oc2c(OC)cc(C(=S)N3CCOCC3)cc2OC)cc1OC,-19,0.1,20,1,-6,5,6,23,1,-2,-0.9
CCN(CC)S(=O)(=O)c1ccc(C(=O)Nc2nnc(C(C)C)s2)cc1,3,4.4,5,-2,·,0,-16,-100,-31,1,-2.2
O=C(O)Cn1cnc2scc(-c3cccs3)c2c1=O,-5,0.2,-9,2,21,0,-12,7,11,0,0.5
Cc1ccc(OCC(=O)N2CCN(C(=O)CCC3CCCC3)CC2)cc1,·,-0.2,-13,-1,-2,-5,4,14,3,0,-4.6
CC(=O)NS(=O)(=O)c1ccc(N=c2ssc3c2-c2cc(C)ccc2NC3(C)C)cc1,-2,-0.3,9,-1,12,9,8,19,14,10,2.5
CC1CCCCN1C(=O)COC(=O)c1n[nH]c2ccccc12 (stereo unspecified),-6,-0.1,-84,-1,4,23,-46,-163,-121,-6,-0.1
COc1ccc2nc(-n3c(C)ccc3C)sc2c1,-9,-0.2,-50,3,-1,2,-19,-116,-45,-2,1.0
CCOCCCNC(=O)c1c[nH]c2c(CC)cccc2c1=O,-2,0.0,-7,-1,-2,-3,3,-11,7,0,-0.5
CN(c1ccccc1)S(=O)(=O)c1cccc(C(=O)NCC(=O)Nc2ccc(F)c(F)c2F)c1,-5,0.2,8,·,-1,1,7,5,19,-1,0.3
O=C(Nc1ccccc1F)C1CCN(C(=O)NC2CCCCC2)CC1,-4,-0.2,-5,1,3,19,0,8,12,-9,0.5
Cc1ccc(C(=O)N(C)CC(=O)Nc2cccc(F)c2)cc1S(=O)(=O)N1CCCCC1,-4,0.0,11,2,5,-9,-5,10,0,-1,0.4
CCCNC(=O)c1onc(CSc2ccc(F)cc2)c1C(=O)NCCC,-11,0.1,-7,2,0,0,-2,27,12,7,0.4
COc1ccc(/C(O)=C2\C(=O)C(=O)N(c3cc(C)on3)C2c2cccc(OC)c2OC)cc1C (stereo unspecified),-1,-0.3,-14,1,2,-2,12,5,7,4,0.1
CCOc1ccc(Br)cc1C(=O)N/N=C/c1ccccn1,-4,0.1,-31,1,-2,-3,4,-4,2,11,-0.4
O=C(CCCOc1ccc(Cl)cc1Cl)Nc1cccnc1,·,0.4,-16,-1,-9,·,-16,-14,-4,5,-0.5
CCOP1(=O)C=C(Sc2ccc([N+](=O)[O-])cc2[N+](=O)[O-])C(C)(C)O1 (stereo unspecified),-9,0.8,9,·,5,8,0,11,13,-2,-0.4
Cc1ccc(CNC(=O)C2CCCN(c3nc4ccccc4o3)C2)cc1 (stereo unspecified),-5,0.0,-46,4,-10,-5,8,8,7,4,0.5
Cc1ccc(-c2nc(S(=O)(=O)c3ccc(C)cc3)c(N3CCOCC3)o2)cc1,-4,0.0,-25,3,11,25,-18,-7,6,-2,-0.1
COc1ccccc1NC(=O)C(=O)N/N=C(\C)CC(=O)Nc1ccccn1,-4,0.2,15,-1,4,0,3,-5,3,1,1.2
CC(C)N(C)Cc1cn(C)nc1-c1ccc(Oc2ccccc2)cc1,-20,-0.2,0,9,-1,-3,1,8,10,47,-0.4
C#CCN(C[C@H]1[C@H](OC(=O)Nc2cccs2)[C@H](OC(=O)Nc2cccs2)C[C@H]2C(=O)N(c3ccccc3)C(=O)[C@@H]12)S(=O)(=O)c1ccc(C)cc1,-8,-0.3,-31,·,20,-4,·,2,8,2,4.0
O=C(Cn1c(=O)[nH]c2ccsc2c1=O)NC1CCCCC1,-4,0.0,26,0,2,6,-1,9,5,-2,-2.1
Cc1c(C(=O)NCc2ccccc2)c(-c2ccccc2)nn1-c1ccccc1,-4,0.4,4,0,9,10,0,6,13,7,-0.2
